Bioassay records: PubChem BioAssay, Emory University Molecular Libraries Screening Center
14-3-3 PPI: 14-3-3 gamma protein interaction modulation | P61981 | hit rate 0.19% among 160,000 | inhibition, % at 40 µM | FP, 14-3-3gamma / TMR-pS259-Raf peptide binding | AID 422; in the data active means inhibition above about 30%;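 further: 0% = protein plus tracer without compound and 100% = blank with tracer alone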
Target sequence (P61981 whole entry, looked up): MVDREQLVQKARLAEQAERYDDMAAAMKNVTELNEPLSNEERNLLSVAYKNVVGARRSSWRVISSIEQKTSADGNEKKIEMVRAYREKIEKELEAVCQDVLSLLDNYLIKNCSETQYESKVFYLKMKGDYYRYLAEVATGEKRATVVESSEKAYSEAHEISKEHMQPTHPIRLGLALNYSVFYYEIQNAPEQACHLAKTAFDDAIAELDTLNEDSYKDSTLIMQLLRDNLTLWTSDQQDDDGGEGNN
Numbers without * were called inactive; & = joins results of further samples.

COc1ccc(-n2c(Cc3cccn3C)nnc2SCC(=O)NCc2ccc(F)cc2)cc1 was read as 14-3-3 PPI -3.
`COc1cccc(-n2c(=O)c3c(C)c(C(=O)N(C)C)sc3n(CC(=O)Nc3c(C)cccc3C)c2=O)c1` gave 14-3-3 PPI -2.
For CCSc1nc2sc3c(c2c(=O)n1C1CCCCC1)CCN(C)C3 the results were 14-3-3 PPI -10.
For COc1cc2c(C(=O)NCCCN3CCN(C)CC3)cn(C)c(=O)c2cc1OC the results were 14-3-3 PPI 2.
Screening O=C(OCc1nc2ccccc2s1)C1CCN(S(=O)(=O)c2cccs2)CC1 returned 14-3-3 PPI 3.
Screening CCOc1ccc(CNC(=O)c2nn(-c3ccc(C)cc3)c(=O)c3c2c2ccccc2n3C)cc1 returned 14-3-3 PPI -5.
O=C(CCS(=O)(=O)c1cccs1)Nc1ccc(C(=O)N2CCN(c3ncccn3)CC2)cc1 was read as 14-3-3 PPI -4.
`Cc1ccc(-n2c(-c3nn(C)cc3Cl)n[nH]c2=S)cc1` gave 14-3-3 PPI 3.
Cc1nc2c(oc3nc(-c4ccoc4)c4c(c32)CC(C)(C)OC4)c(-c2ccccc2)c1C(=O)O was read as 14-3-3 PPI -134.
`CC1Oc2ccccc2N(CC(=O)NCC2CCCO2)C1=O` (configuration not stated) gave 14-3-3 PPI -7.

2 records drawn at random from the list so far:
Screening CCOc1ccc(CNC(=O)c2nn(-c3ccc(C)cc3)c(=O)c3c2c2ccccc2n3C)cc1 returned 14-3-3 PPI -5.
`CC1Oc2ccccc2N(CC(=O)NCC2CCCO2)C1=O` (configuration not stated) gave 14-3-3 PPI -7.

(more compounds)
Screening CN(c1ccccc1)S(=O)(=O)c1ccc(C(=O)Nc2nccs2)cc1 returned 14-3-3 PPI -4&-7.
`O=C(CSCCO)Nc1ccc(C2CCCCC2)cc1` gave 14-3-3 PPI -2.
CSc1ccc(S(=O)(=O)NCc2cccnc2)cc1 was read as 14-3-3 PPI 0.
Screening CC(=O)Nc1ccc(Oc2ccc3c(c2)C(=O)N(c2cccc(C)c2)C3=O)cc1 returned 14-3-3 PPI -3.
O=C(O)CC(C(=O)Nc1cccc(C(F)(F)F)c1)C1CCCO1 (configuration not stated) was read as 14-3-3 PPI 0.
For CN1CCN(C(=O)c2ccc(Cl)c(S(=O)(=O)N3CCCCC3)c2)CC1 the results were 14-3-3 PPI -2.
For Cc1ccc2[nH]c(C)c(CN3CCOCC3)c(=O)c2c1 the results were 14-3-3 PPI -4.
For O=C(O)CC(NCc1ccccc1[N+](=O)[O-])c1ccco1 (configuration not stated) the results were 14-3-3 PPI -1.
Screening Cc1ccc(NC(=O)CN2C(=O)c3cccc([N+](=O)[O-])c3C2=O)cc1Cl returned 14-3-3 PPI -7.
CCCCNC(=O)CSc1nc2ccc(N)cc2s1 was read as 14-3-3 PPI 5.
Screening CC(=O)c1cccc(NC(=O)CN2C(=O)NC3(CCCCCCC3)C2=O)c1 returned 14-3-3 PPI -11.
For COc1cc2c(cc1OC)C(COc1ccc(C(C)C)cc1)N(C(=O)c1ccc3c(c1)OCO3)CC2 (configuration not stated) the results were 14-3-3 PPI -20.
For CCOC(=O)C1=C(C)N(CCO)C(=O)NC1c1cccc([N+](=O)[O-])c1 (configuration not stated) the results were 14-3-3 PPI -3.
`Cn1c(C(=O)NC2CCCCC2)cc2c(=O)n(C)c3ccccc3c21` gave 14-3-3 PPI 1.
Screening CN1C(=O)C2CC=C(Cl)CC2C1=O (configuration not stated) returned 14-3-3 PPI -4.
Screening FC(F)(F)c1nnc2ccc(NCn3nnc4ccccc43)nn12 returned 14-3-3 PPI -12.
For CCCCOc1ccc(NC(=O)C(C)(C(F)(F)F)C(F)(F)F)cc1 the results were 14-3-3 PPI 1.
For COc1cccc(-n2c(=O)c3c(C)c(C)sc3n(CC(=O)OCc3ccccc3)c2=O)c1 the results were 14-3-3 PPI -20.
`Cn1c(SCC(=O)Nc2ccc(N3CCOCC3)c(Cl)c2)nnc1-c1ccccc1` gave 14-3-3 PPI -6.
CCCOc1ccc(-c2nc3c(C(=O)OC)c[nH]n3c2NC2CCCCC2)cc1OC was read as 14-3-3 PPI -8.
For CC(C)CNS(=O)(=O)N(C)C the results were 14-3-3 PPI -1.
`COc1ccc(CNS(=O)(=O)c2ccc3[nH]c(=O)sc3c2)c(OC)c1` gave 14-3-3 PPI -9.
Screening CCc1ccc(NC(=O)CCN2C(=O)c3ccncc3C2=O)cc1 returned 14-3-3 PPI -14.
COc1cccc2cc(C(=O)Nc3nccs3)c(=Nc3cc(C)ccc3C)oc12 was read as 14-3-3 PPI 1.
Screening O=C(Nc1ccc(Cl)c(-c2nc3ccccc3o2)c1)c1ccc([N+](=O)[O-])o1 returned 14-3-3 PPI -5.
For COCCNC(=O)c1nn2c(c1Br)NC(c1ccccc1)CC2C(F)(F)F (configuration not stated) the results were 14-3-3 PPI -3.
Cn1c(Cc2ccccc2)nnc1SCC(=O)Nc1ccc2c(c1)OCO2 was read as 14-3-3 PPI -4.
Screening CSc1nnc2c(n1)OC(c1c(C)cc(C)cc1C)Nc1ccccc1-2 (configuration not stated) returned 14-3-3 PPI -6.
CCOC(=O)c1cnc2cc(-c3ccccc3)nn2c1-c1ccccc1 was read as 14-3-3 PPI 6.
For Cc1cc(C)c(S(=O)(=O)Nc2cc(Cl)c3oc4c(c3c2)C(=O)CCC4)c(C)c1 the results were 14-3-3 PPI -8.

Molecules listed so far that contain a COOH group, in the order listed:
Cc1nc2c(oc3nc(-c4ccoc4)c4c(c32)CC(C)(C)OC4)c(-c2ccccc2)c1C(=O)O was read as 14-3-3 PPI -134.
O=C(O)CC(C(=O)Nc1cccc(C(F)(F)F)c1)C1CCCO1 (configuration not stated) was read as 14-3-3 PPI 0.
For O=C(O)CC(NCc1ccccc1[N+](=O)[O-])c1ccco1 (configuration not stated) the results were 14-3-3 PPI -1.

(cont.)
`CCCNC(=O)CC(NS(=O)(=O)c1ccc(Cl)cc1)c1ccco1` (configuration not stated) gave 14-3-3 PPI -2.
CCN(C(=O)c1ccc(N2CC3CC(C2)c2cccc(=O)n2C3)c(NS(=O)(=O)CC23CCC(CC2=O)C3(C)C)c1)c1cccc(C)c1 (configuration not stated) was read as 14-3-3 PPI -16.
`O=C(Nc1ccc2c(c1)OCO2)C1COc2ccccc2O1` (configuration not stated) gave 14-3-3 PPI -9.
For COc1cc([N+](=O)[O-])ccc1N1C(=O)C2C3c4ccccc4C(c4ccccc43)C2C1=O (configuration not stated) the results were 14-3-3 PPI -4.
O=C(CN1C2CCC1CC(NC(=O)NC1CCCCC1)C2)NC1CC1 (configuration not stated) was read as 14-3-3 PPI -5.
CCOC(=O)c1c(NC(=O)c2ccc(S(=O)(=O)N3CC(C)OC(C)C3)cc2)sc(C)c1C (configuration not stated) was read as 14-3-3 PPI 1.
For O=C(NCc1ccccc1)NC(=O)c1ccncc1 the results were 14-3-3 PPI -4.
For CCOC(=O)c1c(NC(=O)c2ccc(-n3cnnn3)cc2)sc2c1CCCC2 the results were 14-3-3 PPI -6.
Cc1[nH]c2ccccc2c1SCCN was read as 14-3-3 PPI -1.
Screening Cc1ccc(NC(=O)CC2Nc3ccccc3NC2=O)cc1Cl (configuration not stated) returned 14-3-3 PPI 1.
For COCCn1c(NCc2ccccc2)nc2c1c(=O)[nH]c(=O)n2C the results were 14-3-3 PPI 1.
CCOc1ccc(NC(=O)c2ccc(F)c(S(=O)(=O)N3CCN(c4ccccn4)CC3)c2)cc1 was read as 14-3-3 PPI -1&-9.
CCCCc1ccc(S(=O)(=O)NCCc2ccncc2)cc1 was read as 14-3-3 PPI -4.
For Cc1ccc(C)c(-n2c(CCC(=O)O)ccc2-c2cccs2)c1 the results were 14-3-3 PPI -25.
CCCS(=O)(=O)N1CCC(C(=O)c2cccc(C(F)(F)F)c2)CC1 was read as 14-3-3 PPI -1.
Cc1ccc(-c2csc(NC(=O)c3cccc(S(=O)(=O)N4CCN(C)CC4)c3)n2)cc1 was read as 14-3-3 PPI -3.
Screening O=C(CSc1nc2c(c(=O)n1-c1ccc(F)cc1)SCC2)Nc1ccc2c(c1)OCO2 returned 14-3-3 PPI -12.
For COc1ccc(-n2cnnc2SCC(=O)c2cc(C)n(Cc3cccs3)c2C)cc1 the results were 14-3-3 PPI -5.
`O=C(NCc1ccco1)c1cc(-c2ccc(Cl)cc2)on1` gave 14-3-3 PPI -30&-52.
Screening COc1ccc(Cl)cc1NC(=O)Cn1nc([N+](=O)[O-])c(Cl)c1C returned 14-3-3 PPI -8.

Four structures out of the list, sorted by formula weight, lowest first:
For COCCn1c(NCc2ccccc2)nc2c1c(=O)[nH]c(=O)n2C the results were 14-3-3 PPI 1.
Screening COc1ccc(Cl)cc1NC(=O)Cn1nc([N+](=O)[O-])c(Cl)c1C returned 14-3-3 PPI -8.
Cc1ccc(-c2csc(NC(=O)c3cccc(S(=O)(=O)N4CCN(C)CC4)c3)n2)cc1 was read as 14-3-3 PPI -3.
Screening O=C(CSc1nc2c(c(=O)n1-c1ccc(F)cc1)SCC2)Nc1ccc2c(c1)OCO2 returned 14-3-3 PPI -12.

(next part)
Screening C=CCN(CC=C)Cc1c(C)[nH]c2ccc(OC)cc2c1=O returned 14-3-3 PPI -4.
`COc1ccc(CCn2cnc3sc4c(c3c2=N)CCCC4)cc1OC` gave 14-3-3 PPI 2.
CCCCN(CC)S(=O)(=O)N1CCC(C(=O)NCc2ccc(F)cc2)CC1 was read as 14-3-3 PPI 2.
Screening O=C(CSc1cn(Cc2ccccc2Cl)c2ccccc12)NC1CCCCC1 returned 14-3-3 PPI 7.
Screening O=C1NC(C(F)(F)F)(C(F)(F)F)N=C2C=CC(Cl)=CN12 returned 14-3-3 PPI 1.
CCN(CC)S(=O)(=O)c1ccc(F)c(C(=O)Nc2ccc(C(C)C)cc2)c1 was read as 14-3-3 PPI -1.
`CCC(=O)N1CCc2cc(Br)cc(S(=O)(=O)NCc3ccc(OC)cc3)c21` gave 14-3-3 PPI 0.
For O=C(O)Cn1c(SCCOc2ccccc2)nc2ccccc21 the results were 14-3-3 PPI -8.
Screening CNC(=O)NC1CCCCc2sccc21 (configuration not stated) returned 14-3-3 PPI 0.
Cc1ccc(CN2C(=O)CCC2C(=O)NCc2ccc(F)cc2)cc1 (configuration not stated) was read as 14-3-3 PPI 1.
For Cc1cccc2c1NC1(CCCCC1)CC2C (configuration not stated) the results were 14-3-3 PPI -3.
Screening CCc1ccc(-c2nc3cc(NC(=O)c4ccccc4I)ccc3o2)cc1 returned 14-3-3 PPI -4.
CCSc1nc2ccccc2n1S(=O)(=O)c1ccccc1 was read as 14-3-3 PPI 2.
Screening CCC(=O)Nc1cc(OC)c(NC(=O)c2ccccc2)cc1OC returned 14-3-3 PPI -129.
Screening COc1ccc(N2Cc3ccccc3C2)cc1Cl returned 14-3-3 PPI -13.
CC1CCCN(Cc2c(O)ccc3cc(-c4nc5ccccc5n4C)c(=O)oc23)C1 (configuration not stated) was read as 14-3-3 PPI -13.
Screening CCCCOc1ccccc1C1C(C(=O)OC)=C(C)N(C)C(C)=C1C(=O)OC returned 14-3-3 PPI 1.
COCCN1C=C(C(=O)OC)C(c2ccsc2)C(C(=O)OC)=C1 was read as 14-3-3 PPI -17.
`COc1cc2c(cc1NC(=O)CC1SC(N3CCCC3)=NC1=O)oc1ccccc12` (configuration not stated) gave 14-3-3 PPI -38.
For Cc1ccc(N2C(=O)CC3(CC4C=CC3C4)C2=O)cc1 (configuration not stated) the results were 14-3-3 PPI -5.
`NCCSCc1ccco1` gave 14-3-3 PPI -30.
Screening CCOC(=O)c1ccc(NS(=O)(=O)c2c(C)n(C)c(=O)n(C)c2=O)cc1 returned 14-3-3 PPI -2.
Cc1cccc(CCNc2nc3c(c(=O)n(C)c(=O)n3C)n2C)c1 was read as 14-3-3 PPI 0.
`CC1CCc2nn(CC(=O)Nc3c(F)cc(F)cc3Br)cc2C1` (configuration not stated) gave 14-3-3 PPI -7.
Cc1noc(C)c1COC(=O)CCN1c2ccccc2Sc2ccccc21 was read as 14-3-3 PPI -5.
Cc1ccc(C)c(C(=O)COC(=O)c2ccc(Br)o2)c1 was read as 14-3-3 PPI -2.
Screening CCOc1ccc(NC(=O)CSc2nnc3scc(-c4ccc(Cl)cc4)n23)cc1 returned 14-3-3 PPI 1.
O=C(Oc1ccccc1)c1cc2cc(Br)ccc2oc1=O was read as 14-3-3 PPI -13.
`O=C(O)c1ccccc1Nc1c([N+](=O)[O-])c(=O)oc2ccccc12` gave 14-3-3 PPI -4.
For O=C(Nn1cnc2ccccc2c1=O)C1CCCCC1 the results were 14-3-3 PPI -2.
For COc1ccc2c(c1)C(C)(C)C1(C=Cc3c(ccc4ccccc34)O1)N2C (configuration not stated) the results were 14-3-3 PPI -369.
CCOc1ccc(CCNC(=O)CCn2cccc2)cc1OCC was read as 14-3-3 PPI -3.
Screening CCC1CCCCN1C(=O)CSc1ncccc1C(=O)O (configuration not stated) returned 14-3-3 PPI -1.
For CCCCN(CC)S(=O)(=O)c1ccc2[nH]c(=O)cc(C(=O)O)c2c1 the results were 14-3-3 PPI -10.
For O=C(Nc1ccc(Br)cc1)c1sc2ccccc2c1Cl the results were 14-3-3 PPI -19.
`COC(=O)C1=C(C)N=c2s/c(=C/c3ccoc3)c(=O)n2C1c1ccccc1` (configuration not stated) gave 14-3-3 PPI -58.
For O=C(COc1cc(Cl)c(Cl)cc1Cl)Nn1cnnc1 the results were 14-3-3 PPI -12.
`CN1C(=O)c2ccccc2C(C(=O)Nc2cccc(C(F)(F)F)c2)C1c1cccs1` (configuration not stated) gave 14-3-3 PPI 7.
`CN1CCN(S(=O)(=O)c2ccc(=O)[nH]c2)CC1` gave 14-3-3 PPI 1.
Screening O=C(Nc1ccccc1)c1ccc(Cl)c(S(=O)(=O)NCc2ccccc2)c1 returned 14-3-3 PPI -3.
For CC(C)CCn1nnnc1C(c1ccccc1)N1CCN(C)CC1 (configuration not stated) the results were 14-3-3 PPI 1.
Screening O=c1c2ccccc2nnn1CSc1nnc(-c2cccs2)n1Cc1ccccc1 returned 14-3-3 PPI 3.

The list is partial, so the mix of outcomes need not match the whole.
